Screens deposited in PubChem by Broad Institute.
miR122 inh – miR-122 inhibition in Huh7 cells | Huh7 miR-122 Renilla luciferase sensor, 48 h; neutral wells = 0, positive control = 100 | activation (reporter increase), % at 12.5 µM | AID 602342 | 340,000 compounds, 0.3% hits;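 active means mean replicate activation score at least 90 and every replicate individually at or above 90; inconclusive means only one of the two criteria met; inactive means neither criterion met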;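 further: higher luciferase means less miR-122 activity so hits act as miR-122 inhibitors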
PGC1a acetyl inh – PGC1a acetylation modulation, inhibitor mode; U2OS PGC1a acetylation, AlphaScreen anti-acetyl-lysine; with virally co-expressed GCN5 acetyltransferase; inhibition, % at 15.6 µM; 350,000 compounds, 0.17% hits; AID 651687;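 active means every replicate shows inhibition of at least 40%; inconclusive means mean inhibition at least 40% but some replicate below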;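 further: 0% = neutral control wells and 100% = positive control wells; some results beyond the cut were filed as inactive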
Cneo AK release – Cryptococcus neoformans lysis via adenylate kinase release. 360,000 compounds, 0.2% hits. C. neoformans lysis, adenylate kinase release luminescence, 4 h; normalised: neutral wells 0, clomiphene wells 100. AID 651654. lysis activity, % at 15 µM;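 active means mean lysis activity across replicates of at least 80%, whatever share of replicates individually reach that level; inactive means mean lysis activity below 80%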
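Material – log-phase Cryptococcus neoformans yeast cells · Input – 5 × 10^6 yeast cells/mL · Medium – fresh YPD growth medium · Doses – single compound concentration per well · Timing – static 4 h at 37 °C with compound, 1 h detection · Detection – adenylate kinase release luminescence · Read-out – signal increase indicating cell lysis · Control set – Clomiphene as positive lysis control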
E-sel inducer – induces E-selectin expression in human endothelial cells | P16581 | HUVEC E-selectin immunofluorescence imaging; normalized: neutral wells 0, TNF-alpha wells 100 | activation, % at 7.58 µM | 260,000 compounds, 0.37% hits;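 active means mean E-selectin-positive cell signal at least 10% of the positive control, reached in at least 60% of replicates, without over 20% cell loss; inconclusive means no rule given, readout overlaps actives, possibly toxicity-flagged; inactive means the rest, including those meeting only one limit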;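 further: in these data hits start at about 27%; measured in HUVEC primary endothelial cells; signal is the percent of cells scored E-selectin positive by PE staining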
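Read-out: % PE-positive cells | Test system: HUVEC | Doses: One compound dose added by pin transfer | Buffer or medium: EGM-2 over gelatin coat | Signal: Immunofluorescence imaging | Benchmarks: TNF-alpha, DMSO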
ERAP1 inh – ERAP1 (human) enzyme inhibition | recombinant ERAP1, Leu-AMC fluorescence, 60 min | inhibition, % at 10.7 µM | Q9NZ08 | 340,000 compounds, 0.15% hits;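 active means mean replicate inhibition of at least 30%, or all replicates individually reaching that 30% level; inactive means mean below 30% and not every replicate reaching it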;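 further: 0% = neutral control wells and 100% = L-leucinethiol positive control wells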
PglD DTNB – blocks C. jejuni PglD acetyltransferase activity; purified PglD enzyme, DTNB colorimetric CoA detection; inhibition, % at 12.5 µM; 360,000 compounds, 0.098% hits; in the data active means inhibition above about 16%, passing the limit was not always enough; inconclusive means no clear call, values can overlap the other calls; further: strong numbers were not always called active
RAD52 inh – inhibitors of human RAD52 DNA annealing. recombinant RAD52 DNA annealing, FRET fluorescence. inhibition, % at 18.7 µM. 360,000 compounds, 0.46% hits. AID 651710;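 active means every replicate showing at least 50% inhibition; inconclusive means mean inhibition at least 50% but not in every replicate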
RAD54 branch – blocks human RAD54 Holliday junction branch migration | 360,000 compounds, 0.14% hits | FAM/BHQ fluorescence | inhibition, % at 10.4 µM | Q92698 | AID 602329;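 active means mean normalized replicate activity at least 40 and at least half of replicates scoring 40 or more; inconclusive means only one of the two criteria met; inactive means mean below 40 and under half of replicates reaching 40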;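 further: 0% = median of neutral control wells and 100% = median of positive control wells; inhibitors cause a drop in the FAM fluorescence signal; in these data hits start at about 50%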
Target sequence (Q92698 whole entry, looked up): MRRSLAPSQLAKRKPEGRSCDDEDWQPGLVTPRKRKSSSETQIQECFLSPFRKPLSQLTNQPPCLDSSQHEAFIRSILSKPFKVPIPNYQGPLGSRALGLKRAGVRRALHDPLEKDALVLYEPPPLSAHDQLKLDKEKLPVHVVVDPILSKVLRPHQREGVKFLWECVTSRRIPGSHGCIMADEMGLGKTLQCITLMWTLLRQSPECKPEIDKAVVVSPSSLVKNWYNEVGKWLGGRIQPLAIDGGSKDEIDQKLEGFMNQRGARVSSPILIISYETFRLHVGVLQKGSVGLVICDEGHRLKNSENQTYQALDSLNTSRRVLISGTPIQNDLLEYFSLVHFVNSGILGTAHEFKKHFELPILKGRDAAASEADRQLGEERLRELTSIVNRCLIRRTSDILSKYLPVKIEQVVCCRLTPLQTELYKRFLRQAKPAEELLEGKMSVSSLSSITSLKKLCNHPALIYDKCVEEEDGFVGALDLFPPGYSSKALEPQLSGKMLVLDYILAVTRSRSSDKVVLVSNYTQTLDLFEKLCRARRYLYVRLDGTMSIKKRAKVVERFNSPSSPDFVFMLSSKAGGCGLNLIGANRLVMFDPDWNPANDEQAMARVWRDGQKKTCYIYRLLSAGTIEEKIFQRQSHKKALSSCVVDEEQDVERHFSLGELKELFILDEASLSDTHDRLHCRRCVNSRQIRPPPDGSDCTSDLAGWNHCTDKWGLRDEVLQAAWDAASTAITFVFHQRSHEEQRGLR
An asterisk follows results filed as active; i = inactive; u = inconclusive; x = no result given; [ ] = dose if it differs, or a comment.

SMILES | miR122 inh | PGC1a acetyl inh | Cneo AK release | E-sel inducer | ERAP1 inh | PglD DTNB | RAD52 inh | RAD54 branch
CCCc1nc2oc3c(NCC(C)O)ncnc3c2c2c1CCCC2 (stereo not given) | -14 | -1 | -1 | x | x | -2 | -15 | 5
CCn1c(=O)cc(OCC(=O)NCc2ccc(C)o2)c2ccccc21 | 38 | -1 | x | x | 1 | -2 | -11 | -7
O=C(c1cccnc1)N1CC(=O)N2[C@@H](CO)[C@H](c3ccc(C#CCC4CCCC4)cc3)[C@@H]2C1 | x | 4 | x | -0.1 | -2 | x | 2 | x
COc1ccc(NC(=O)N(C)C[C@@H]2Oc3cc(-c4ccc(C)cc4)ccc3S(=O)(=O)N([C@H](C)CO)C[C@@H]2C)cc1 | 5[16.7 µM] | -15 | 0 | -0.2 | -1 | 5 | 16 | 0
CCCCCC(=O)N1CC2(CC(c3cccc(NC(=O)[C@@H]4CCC(=O)N4)c3)=NO2)C[C@@H]1C(N)=O (stereo not given in full) | 5 | 3 | 1 | -0.3 | 3 | 6 | -17 | -3
O=C(Nc1cccc(-c2cn3ccccc3n2)c1)C1CC1 | -11 | -8 | x | x | 2 | -4 | -6 | 4
Cc1ccc(C(=O)Nc2nc(-c3ccccn3)cs2)s1 | -15 | 16 | 8 | -0.4 | -1 | -4 | -21 | -3
Cc1ccc(C)c(OCc2cc(C(=O)NC(c3ccccn3)C(F)(F)F)no2)c1 (stereo not given) | -7 | -6 | -5 | x | 3 | 3 | -17 | 2
CCOCC(=O)Nc1cc(S(=O)(=O)N2CCOCC2)ccc1N1CCCCC1 | 14 | x | x | -2.5 | 4 | x | -9 | x
CCC(=O)N1C[C@@H](C)[C@@H](OC)CN(C)C(=O)c2cc(NC(=O)Nc3ccc(Cl)cc3)ccc2OC[C@@H]1C | 11[16.7 µM] | 2 | -4 | -0.1 | 2 | 2 | 8 | 16
COc1ccc(OS(=O)(=O)c2ccc(N3C(=O)CCC3=O)cc2)cc1 | x | x | -1 | 0.9 | -3 | -1 | -7 | 15
CCCCc1nnc(NC(=O)c2ccccc2OCc2c(C)noc2C)s1 | 2 | 10 | 0 | 1.2 | -2 | -6 | -11 | -21
COc1ccc(OCc2cc(C(=O)NC(C)Cc3ccccn3)no2)c(Cl)c1 (stereo not given) | 2 | 6 | -8 | 0.0 | 7 | -2 | 5 | -4
Cn1nnnc1SCC(=O)N1N=C(c2cccs2)CC1c1cccs1 (stereo not given) | 16 | 3 | -1 | 0.3 | 0 | -9 | -20 | -5
COc1ccc2c3c(n(C)c2c1)[C@H](CO)N(C(=O)C1CCC1)CC31CN(C)C1 | x | 5 | x | 0.1 | 0 | x | 8 | x
O=C(CN1C(=O)NC2(CCc3ccccc32)C1=O)NCC(=O)Nc1ccc(F)cc1 (stereo not given) | 1 | 5 | 0 | x | -3 | -5 | -20 | 1
CCc1nc2c(OCc3c(C)noc3C)cccn2c1N(C=O)Cc1ccccc1 | 0 | x | 2 | -0.1 | -1 | 7 | -26 | 2
CS(=O)(=O)c1ccccc1C(=O)N(CCc1ccccc1)Cc1ccccc1 | x | x | -6 | 12 | 1 | -1 | -3 | -3
c1cncc(-c2noc(CC3CCCCC3)n2)c1 | -8 | 4 | 0 | x | x | 1 | x | -2
CC(C)NC(=O)Nc1n[nH]c(Nc2ccc(Cl)cc2)n1 | 0 | 0 | 0 | x | 1 | 1 | 2 | 3
Cc1cc(NC(=O)Cc2ccsc2)ccc1Br | -4 | 4 | -2 | x | 2 | -2 | -2 | -21
C[C@@H]1CN([C@@H](C)CO)C(=O)c2cc(NC(=O)Cn3cnnn3)ccc2O[C@H]1CN(C)S(=O)(=O)c1ccc(Cl)cc1 | 2[16.7 µM] | 6 | x | 0.4 | -4 | x | -1 | x
CCCNC(=O)C[C@H]1C[C@@H]2c3cc(NC(=O)Nc4ccccc4)ccc3O[C@@H]2[C@H](CO)O1 | 2[16.7 µM] | 27 | 29 | -0.1 | x | -3 | x | -10
CCc1nc2c(OCCC3CCCCC3)cccn2c1N(C)C(=O)c1ccc(OC)cc1 | -13 | -16 | 5 | -0.7 | 2 | -5 | -45 | 2
CN(C)S(=O)(=O)c1ccc(C(=O)OCC(=O)Nc2ccc(OC(F)F)cc2)cc1 | 1 | 0 | -1 | -0.2 | -3 | -6 | -6 | 0

Part of the list above in order of SMILES length, low to high.
SMILES | miR122 inh | PGC1a acetyl inh | Cneo AK release | E-sel inducer | ERAP1 inh | PglD DTNB | RAD52 inh | RAD54 branch
O=C(Nc1cccc(-c2cn3ccccc3n2)c1)C1CC1 | -11 | -8 | x | x | 2 | -4 | -6 | 4
COc1ccc(OS(=O)(=O)c2ccc(N3C(=O)CCC3=O)cc2)cc1 | x | x | -1 | 0.9 | -3 | -1 | -7 | 15
CCc1nc2c(OCCC3CCCCC3)cccn2c1N(C)C(=O)c1ccc(OC)cc1 | -13 | -16 | 5 | -0.7 | 2 | -5 | -45 | 2
COc1ccc(NC(=O)N(C)C[C@@H]2Oc3cc(-c4ccc(C)cc4)ccc3S(=O)(=O)N([C@H](C)CO)C[C@@H]2C)cc1 | 5[16.7 µM] | -15 | 0 | -0.2 | -1 | 5 | 16 | 0

Following part.
SMILES | miR122 inh | PGC1a acetyl inh | Cneo AK release | E-sel inducer | ERAP1 inh | PglD DTNB | RAD52 inh | RAD54 branch
COC(=O)c1cccc(-n2c(=O)n(Cc3ccccc3)c(=O)c3[nH]cnc32)c1C | -6 | -8 | 10 | -0.1 | -2 | 6 | -7 | -15
O=C(c1ccc2c(c1)OCO2)N1CCCCN2[C@H](C1)[C@@H](c1ccc(-c3ccccc3)cc1)[C@@H]2CO | 9[16.7 µM] | -6 | 6 | 0.8 | 2 | -5 | -14 | -13
CN1CCN(S(=O)(=O)c2cccc(C(=O)NCc3ccc(Cl)cc3)c2)CC1 | 11 | -10 | 0 | 0.0 | -2 | -7 | -19 | 0
CCCCc1c(O)nc(SCC(=O)Nc2ccc(C)cc2)n(-c2ccc(OC)cc2)c1=O | -8 | -10 | -2 | x | 3 | 0 | -11 | -9
O=C(CSCc1ccccc1)Nc1ccccc1C(=O)Nc1ccc(C(=O)O)cc1 | -13 | -11 | -2 | 1.1 | -2 | 5 | -14 | -2
O=C(Nc1ccc2c(c1)OCO2)N[C@@H]1CC[C@@H](CCNC(=O)C2CCC2)O[C@H]1CO | 0[16.7 µM] | 0 | -9 | 5.4 | -2 | 1 | 7 | -7
CN1CCN(C(=O)c2ccccc2NC(=O)c2cccc(Cl)c2)CC1 | -3 | 2 | -2 | 3.7 | -6 | 4 | -28 | -5
COc1ccc(N(C(=O)CNC(=O)c2ccco2)C(C(=O)NC2CCCC2)c2ccncc2)cc1 (stereo not given) | 5 | -6 | x | x | 1 | x | -8 | x
CCCSc1nc(C)cc(C)c1S(=O)(=O)c1ccccc1C | 24 | -27 | 0 | x | x | -1 | x | 4
COC(=O)c1cc(-c2ccc(OC)c(OC)c2)on1 | -3 | -14 | 0 | x | x | -4 | x | 4
COc1ccc(NC(=O)/C(=C/c2cccs2)NC(=O)c2ccco2)cc1 | -3 | 5 | -3 | 0.2 | x | 3 | -15 | 0
COc1cccc(-c2nnc(-c3ccc(C)o3)o2)c1 | -20 | 5 | -6 | x | x | -1 | x | -27
CC1Cc2nc(SCC(=O)Nc3ccc4c(c3)OCO4)n(Cc3ccccc3)c(=O)c2S1 (stereo not given) | 16 | 9 | -2 | x | x | 4 | x | -2
COCC(C)NC(=O)CSc1nnc(-c2cccc(S(=O)(=O)N3CCCCC3)c2)o1 (stereo not given) | 4 | 3 | x | 0.0 | -4 | x | 1 | x
Cc1nc(SCC(=O)c2cc(C)n(C3CC3)c2C)c2ccccc2n1 | 0 | 0 | 2 | x | -9 | -3 | -48 | 9
COc1ccc(NC(=O)Nc2ccc3c(c2)C(=O)N([C@@H](C)CO)C[C@@H](C)[C@H](CN(C)S(C)(=O)=O)O3)cc1 | 15[16.7 µM] | 4 | -6 | 0.0 | 0 | -1 | 3 | 9
Cc1cccc(N(C)S(=O)(=O)c2nnc(NC(=O)c3ccco3)s2)c1 | -8 | 5 | 1 | x | 0 | 0 | -12 | 3
COc1cc(OC)cc(C(=O)N2CCN(c3ccc(N4CCOCC4)nn3)CC2)c1 | 2 | x | -1 | -0.2 | 1 | 6 | -7 | -5
Cc1ccc(NC(=O)c2cccc(N3C(=O)C4C5C=CC(C5)C4C3=O)c2)cc1C (stereo not given) | x | x | 0 | x | -1 | 3 | -4 | -3
Cc1cc(C)c(C(=O)C2OC(=O)C(C)(C)C(=O)C2(C)C)c(C)c1 (stereo not given) | 3 | -9 | 2 | x | x | 8 | x | 7
COc1cc(OC)c2c(-c3cccc(-c4ccc(C(C)=O)cc4)c3)cc(=O)oc2c1 | 27 | 7 | 6 | x | x | -1 | x | -7
Cc1ccc(NS(=O)(=O)c2ccc(-c3cnc(C4CC4)o3)cc2)cc1 | u | -12 | -1 | x | -1 | 0 | -37 | -5
CCOC(=O)C1CCN(Cc2ccc(OC)c(C)c2OC)CC1 | 3 | 20 | 3 | x | x | 4 | x | -7
O=C(CSc1nc2ccccc2s1)CSc1nc2ccccc2s1 | -2 | 12 | 5 | x | -11 | 0 | -30 | 2
Cc1cc2nncn2c(Cc2ccccc2)n1 | -8 | 11 | 1 | x | x | -8 | x | -6
SMILES | miR122 inh | PGC1a acetyl inh | Cneo AK release | E-sel inducer | ERAP1 inh | PglD DTNB | RAD52 inh | RAD54 branch
COc1ccc(Cl)cc1NC(=O)Cn1nnc(C(=O)NCCc2ccc(OC)c(OC)c2)c1N | x | x | 6 | x | -1 | 5 | 9 | -8
CCCC#Cc1ccc2c(c1)O[C@H](CN(C)C(=O)c1ccccc1)[C@H](C)CN([C@H](C)CO)S2(=O)=O | -8[16.7 µM] | 11 | 0 | -0.3 | 0 | 0 | 27 | 6
COc1ccc(NC(=O)N(C)C[C@H]2OCCCC[C@H](C)Oc3ccc(NC(=O)c4ccccc4)cc3C(=O)N([C@H](C)CO)C[C@H]2C)cc1 | x | 2 | x | -0.1 | 1 | x | 36 | x
CSc1nn(-c2ccc(C(=O)OC(C(=O)NC(N)=O)C(C)C)cc2)c(=S)s1 (stereo not given) | -2 | u | x | x | -1 | x | -8 | x
C[C@@H]1CN([C@@H](C)CO)C(=O)c2c(c3ccccc3n2C)-c2ccccc2CO[C@H]1CN(C)S(=O)(=O)c1ccc(Cl)cc1 | x | 1 | -3 | -0.6 | 2 | 0 | 5 | -6
CCC(=O)N(C)C[C@H]1[C@H](c2ccc(C3=CCCCC3)cc2)[C@@H](CO)N1C(C)=O | 17[16.7 µM] | 0 | 2 | 0.7 | x | 5 | -6 | 2
CC(NC(=O)CN1C(=O)NC2(CCCCC2C)C1=O)c1ccccc1 (stereo not given) | -7 | 1 | 2 | x | -1 | -2 | -17 | -1
COc1ccc(S(=O)(=O)N2CCCCC2c2cc(C(=O)NCc3ccc(F)cc3)no2)cc1 (stereo not given) | 6 | 3 | 0 | 0.0 | 9 | 0 | -5 | -6
CCN1CCN(CCCN(Cc2ccco2)C(=S)Nc2cccc(Cl)c2C)CC1 | x | -4 | x | 2.9 | -1 | x | 3 | x
CC(=O)OCCn1c2nc(=O)[nH]c(=O)c-2nc2cc(C)c(C)cc21 | x | x | 1 | -0.1 | 4 | -7 | i | i
Cc1c(C)c2c(OCC(=O)NCc3ccccn3)cc3c(c2oc1=O)CCC(C)(C)O3 | 1 | 8 | 2 | x | x | -5 | 0 | 2
